# Assay outcomes from PubChem BioAssay.
# FBPA coupling cs: coupling enzyme interference in Giardia aldolase counter-screen; coupling enzyme system counterscreen, AmpLite Red fluorescence; activity change, negative = inhibition, % at 58.2 µM, hits read low; hit rate 0.67% among 290,000; AID 2472; in the data active = activity change below about -30%
#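 Compounds tested against the coupling enzymes alone at 57.5 uM final; readout was AmpLite Red fluorescence (525/598 nm) after 20 min at RT.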
# B2AR arrestin: recruits beta-arrestin to the human beta2-adrenergic receptor. P07550. beta-arrestin recruitment to beta2AR, cell-based reporter. Potency, µM (titrated, usually from 46.1 µM), for inactives: at the top dose activation, actives largely listed as activators. hit rate 0.02% among 330,000. AID 492947;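 also: potency is read from the fitted curve at half-maximal effect; 0% = DMSO controls and full agonism = EC100 isoproterenol or metaproterenol; nearly all actives have a fitted effect of over 65% in size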
# Eya2 inh: blocks the phosphatase activity of human Eya2; O00167; recombinant Eya2, OMFP fluorescence dephosphorylation (OMFP is methylfluorescein phosphate); Potency, µM (doses to about 76.9 µM), for inactives: at the top dose activity, negative = inhibition, hits mostly inhibitors; hit rate 0.006% among 330,000; AID 488837; also: potency is read from the fitted curve at half-maximal effect
# Target sequence (O00167 whole entry, looked up): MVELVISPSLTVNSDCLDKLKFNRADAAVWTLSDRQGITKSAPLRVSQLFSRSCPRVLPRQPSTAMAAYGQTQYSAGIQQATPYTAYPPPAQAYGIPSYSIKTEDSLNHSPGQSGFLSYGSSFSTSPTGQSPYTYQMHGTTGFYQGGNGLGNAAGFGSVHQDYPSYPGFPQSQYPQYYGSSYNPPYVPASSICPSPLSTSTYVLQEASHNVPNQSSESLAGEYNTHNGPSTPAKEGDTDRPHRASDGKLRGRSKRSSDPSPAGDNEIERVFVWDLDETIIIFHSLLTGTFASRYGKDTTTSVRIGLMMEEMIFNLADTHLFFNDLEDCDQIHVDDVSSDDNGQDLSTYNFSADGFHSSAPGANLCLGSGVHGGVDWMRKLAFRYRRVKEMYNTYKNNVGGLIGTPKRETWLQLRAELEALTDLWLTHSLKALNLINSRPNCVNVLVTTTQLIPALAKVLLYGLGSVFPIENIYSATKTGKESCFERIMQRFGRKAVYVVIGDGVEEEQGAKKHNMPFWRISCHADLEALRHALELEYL
#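 Eya2 (0.2 uM) preincubated 10 min at ambient with compound, then OMFP substrate added at 50 uM; 10 min reaction in 50 mM HEPES pH 7.5, 50 mM NaCl, 5 uM MgCl2, 0.05% BSA, 1 mM DTT. Fluorescence read at Ex 485/Em 525 nm.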
# Giardia kill: Giardia lamblia killing; Giardia lamblia trophozoite viability; activity change, % at 7.66 µM, hits read low; hit rate 0.15% among 340,000; in the data active = activity change below about -80%; inconclusive = between about -30% and that limit;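 also: parasites exposed to compound for two days anaerobically before the ATP read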
#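 Viability, read as ATP luminescence: trophozoites at 100 cells/well, compound added, 48 hrs anaerobic at 37 deg C, then 15-30 min room-temperature development before reading.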
# Chronic BCR inh: blocks chronic active B-cell receptor signaling | ABC-DLBCL IkBa-CBG/CBR reporter, luminescence ratio, 4 h | Potency, µM (series often up to 46.1 µM), for inactives: top-dose ratio change, negative = lower green/red ratio, most hits filed as inhibitors | hit rate 0.05% among 340,000 | AID 493014; active = well fitted inhibition curve with a large enough effect in the signal ratio, with a control signal flat, not every such curve was filed as active; inconclusive = small, poorly fitted or top-dose-only effect, or effect the other way, or a change in a side signal; the % refers to the signal ratio;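 also: potency is read from the fitted curve at half-maximal effect; plate controls were basal doxycycline-induced cells for no effect and cells given 10 µM MG132 for full effect; MG132 reads +100%, hits lower the ratio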
#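 TMD8 ABC-DLBCL cells carrying doxycycline-inducible green luciferase fused to IkappaBalpha plus unfused red luciferase were exposed to compounds (up to 46 uM) for 4 hrs at 37C. Activity came from the overlap-corrected green/red luminescence ratio.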
# uPA generation: blocks generation of uPA at the cell surface | cell surface uPA generation assay, qHTS | Potency, µM (titrated, usually from 38.3 µM), for the others: top-dose activity change, negative = inhibition, most hits filed as inhibitors | hit rate 0.31% among 330,000; active = well fitted inhibition curve with a large enough effect; inconclusive = small, poorly fitted or top-dose-only effect; inactive = no such curve, though single readings can be large or run the other way; tested in mouse RAW 264.7 cells; also: potency is read from the fitted curve at half-maximal effect; nearly all actives have a fitted effect of over 55% in size
# hERG WT inh: KCNH2 (human, wildtype) channel inhibition. Q12809. U2OS, BacMam KCNH2, thallium flux FluxOr; hits give low values. activity change, % at 1.84 µM. hit rate 0.37% among 340,000. AID 720551;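 active = maximum activity change below -70%; inconclusive = maximum activity change between -70% and -50%; inactive = maximum activity change above -50%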
#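 U2OS cells were transduced with wild-type KCNH2 virus (2.03 x 10^8 / mL) for 4 h at room temperature, then cultured overnight at 37 C. Thallium flux was read with FluxOr dye. Rate constants were normalized to DMSO controls.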
# USP2a block: blocks human ubiquitin-specific protease USP2a; O75604; USP2 core, Ub-CHOP2 coupled fluorogenic reporter, 485/531; Potency, µM (top dose mostly 38.3 µM), for inactives: at the highest dose activity change, negative = inhibition, usual class: inhibitors; hit rate 0.01% among 330,000; AID 463254;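 also: potency is read from the fitted curve at half-maximal effect; plate controls were DMSO wells for no effect and full inhibition by NEM control for full effect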
#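 Cell-free coupled assay: 10nM USP2 core preincubated 30min RT with compound in Tris-HCl pH 8.0/CaCl2/CHAPS buffer, then 25nM Ub-CHOP2 and 25nM reporter substrate; fluorescence (Ex 485/Em 531) read after 60min RT, normalized to NEM inhibition, concentration-response curves fitted.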
# PKM2 act: increases activity of human pyruvate kinase M2; P14618; purified PKM2, Kinase-Glo ATP luminescence, activation; response scale: 0% is enzyme alone, no compound; Potency, µM (series often up to 57.5 µM), for inactives: top-dose activation, hits mostly activators; hit rate 0.34% among 260,000; AID 1631; also: potency is read from the fitted curve at half-maximal effect; nearly all actives have a fitted effect of over 55% in size
# Target sequence (P14618 whole entry, looked up): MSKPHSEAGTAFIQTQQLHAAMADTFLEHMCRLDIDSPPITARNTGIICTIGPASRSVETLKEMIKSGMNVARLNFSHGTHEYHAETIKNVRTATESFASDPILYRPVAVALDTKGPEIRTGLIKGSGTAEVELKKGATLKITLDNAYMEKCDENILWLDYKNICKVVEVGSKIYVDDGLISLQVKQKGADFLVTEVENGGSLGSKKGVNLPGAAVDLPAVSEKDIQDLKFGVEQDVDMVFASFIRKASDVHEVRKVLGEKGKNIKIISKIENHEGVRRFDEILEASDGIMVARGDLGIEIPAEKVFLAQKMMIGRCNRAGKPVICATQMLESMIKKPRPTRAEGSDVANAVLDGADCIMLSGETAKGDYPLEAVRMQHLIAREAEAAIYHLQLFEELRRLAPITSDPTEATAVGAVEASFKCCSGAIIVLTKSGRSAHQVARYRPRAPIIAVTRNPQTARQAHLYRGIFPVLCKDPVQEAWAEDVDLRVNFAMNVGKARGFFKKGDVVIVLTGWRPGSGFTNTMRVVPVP
#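 hPK-M2, >95% pure; 0.1 mM ADP / 0.5 mM PEP final; imidazole pH7.2 buffer w/ 7 mM MgCl2, 50 mM KCl; 1 h RT; Kinase-Glo lum. Intermediate enzyme activity for dual inhibitor/activator qHTS.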
# KCNH2 3.1 block: inhibitors of human KCNH2 3.1 potassium channel isoform; AID 720553; activity change, % (tested at about 1.8 µM); hit rate 0.95% among 340,000; U2OS KCNH2 3.1, thallium flux FluxOr; hits give low values;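 active = maximum activity change below -70%; inconclusive = maximum activity change from -70% to -50%; inactive = maximum activity change above -50%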;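 also: thallium influx rate constant from kinetic fluorescence after stimulation buffer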
#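 We transduce U2OS cells with the mutant 3.1 virus, culture them overnight, load FluxOr with Red40 quencher for 45 min, then add stimulation buffer and read kinetically for 2 min to derive a normalized rate constant.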
# GALK inhibitor: blocks human galactokinase activity; Purified GALK, Kinase-Glo residual ATP luminescence; Potency, µM (series often up to 57.5 µM), for the others: at the highest dose activity change, negative = inhibition, actives largely listed as inhibitors; hit rate 0.007% among 270,000; also: potency is read from the fitted curve at half-maximal effect
#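 Galactose (100 uM) and ATP (35 uM) were turned over by 5 nM GALK for 1 h at RT. Kinase-Glo Plus then converted the remaining ATP into a luminescent signal.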
# An asterisk follows results filed as active; u = inconclusive; x = not tested or not shown. Unless noted, calls follow the shape of the dose curve; as a rule, active = well fitted curve in the direction sought with a large enough effect; inconclusive = small, poorly fitted or top-dose-only effect, or another doubt; inactive = no such curve, though single readings can be large; an effect the other way counts as inactive or inconclusive. Unless noted, % is scaled to controls: 0 for no effect and ±100 for the full control effect.
SMILES,FBPA coupling cs,B2AR arrestin,Eya2 inh,Giardia kill,Chronic BCR inh,uPA generation,hERG WT inh,USP2a block,PKM2 act,KCNH2 3.1 block,GALK inhibitor
CCCCNCCCOc1ccc(C)cc1Br,5,-1.4%,0%,-7,-7%,u,6,3%,-9%,12,2%
COc1ccc(S(=O)(=O)N2CCN(C(=O)CN3C(=O)NC4(CCCC4)C3=O)CC2)cc1,x,-0.9%,-1%,10,u,-22%,33,-1%,0%,3,-2%
O=C1CC(N2CCN(c3nc4ccccc4s3)CC2)C(=O)N1c1ccc(F)cc1 (stereo not given),0,0.1%,-7%,-3,u,0%,2,-5%,-4%,11,-2%
CCOC(=O)C1CCCN(C(=O)c2cc(-c3ccncc3)nc3ccccc23)C1 (stereo not given),x,0.5%,-15%,-5,-3%,-15%,-4,0%,x,-1,x
COCCNC(=O)CN(C(=O)CCC(=O)Nc1ccccn1)c1ccc(F)cc1,2,0.3%,-7%,20,-2%,3%,11,0%,9%,3,6%
Cc1nc([N+](=O)[O-])c(N2CCN(C)CC2)n1Cc1ccccc1,-1,-0.4%,-1%,-9,-12%,-1%,8,-2%,-2%,-7,2%
N#CC1(Cc2ccc([N+](=O)[O-])cc2)c2ccccc2C=CN1C(=O)c1ccccc1 (stereo not given),0,0.0%,4%,0,25%,-2%,3,3%,-7%,-88*,0%
CCCCn1cnc2c1c(=O)n(C)c(=O)n2C,10,-0.4%,-3%,-5,9%,3%,0,2%,-4%,9,-2%
CCC(C)(C(=O)NC1CCCC1)N(C(=O)CC1NC(=O)NC1=O)c1ccc(C)cc1 (stereo not given),1,0.4%,-2%,-18,11%,-1%,-1,2%,-4%,1,0%
Cc1c(C(=O)NCCc2ccc3c(c2)OCCO3)oc2ccccc12,1,0.2%,11%,-1,u,-3%,2,2%,6%,x,-3%
COc1cccc(C(=O)NCc2cccnc2)c1,-5,-0.6%,-9%,-4,14%,-12%,-22,0%,-8%,-8,0%
CN(C)c1ccc(C(CC(=O)c2ccccc2)C2CCCCC2=O)cc1 (stereo not given),3,0.2%,-7%,5,u,2%,-6,2%,-2%,17,0%
Cc1cc(Cl)ccc1OCc1nc(-c2ccc(O)cc2)n[nH]1,2,-0.5%,0%,-6,u,1%,3,4%,-3%,4,1%
Cc1nccn1-c1ccc(C(F)(F)F)cc1NC=O,2,0.5%,-7%,-29,4%,0%,-20,-2%,-4%,4,0%
O=C(CCN1C(=O)c2ccccc2C1=O)Oc1ccc2ccccc2c1,0,-0.5%,-20%,u,1%,2%,-10,1%,0%,-4,-2%
O=C(NC1CCN(Cc2ccccc2)CC1)C1COc2ccccc2O1 (stereo not given),2,3.8%,6%,14,6%,-1%,15,-1%,-1%,-5,-2%
CC1CCN(C(=O)Cn2nnc(-c3ccc(N)cc3)n2)CC1,2,-0.1%,-2%,-14,0%,-4%,3,2%,-2%,15,-1%
O=C1C=C(c2cc(F)ccc2F)C[C@@H](c2ccc(F)cc2)C1,x,0.2%,2%,14,13%,-23%,1,-3%,x,0,x
Cc1ccc(OCCn2cnc3c(N)ncnc32)cc1,0,-0.3%,-1%,-17,u,-9%,-5,8%,2%,5,-2%
O=C(CN1C(=O)CCSc2ccccc21)Nc1ccc2c(c1)OCO2,6,0.1%,4%,-20,2%,x,-31,-2%,9%,24,3%
CCCCn1nnnc1NCc1ccc(N2CCCC2)cc1,-1,-0.1%,-42%,-11,-12%,6%,-12,-12%,-1%,-6,-2%
CN(C)CCCN(C(=O)CCc1ccccc1)c1nc2ccc(Br)cc2s1,0,0.0%,6%,-5,14%,1%,-36,2%,-8%,-87*,0%
CCO[C@H]1OC(C(=O)N2CCN(Cc3ccc4c(c3)OCO4)CC2)=C[C@@H](c2ccccc2)[C@@H]1CCCO,4,-0.1%,-2%,-1,-5%,27%,x,-2%,-1%,x,0%
COCCN(CC(=O)Nc1cccc(C)c1C)C(=O)c1oc2ccccc2c1C,x,-1.3%,-7%,22,0%,-22%,-2,-2%,x,-8,x
CC(C)c1nnc(NC(=O)COc2ccccc2[N+](=O)[O-])s1,0,0.3%,5%,29,-11%,3%,-2,6%,1%,-1,0%
CCC(C)(C)NC(=O)C(c1ccc(OC)cc1)N(C(=O)CCC(=O)Nc1cc(C)on1)c1ccc(F)cc1 (stereo not given),3,0.2%,-14%,-6,-3%,6%,-6,4%,1%,-6,6%
CCOC(=O)C1(Cc2cccc(OC)c2)CCCN(Cc2ccc(NC(C)=O)cc2)C1 (stereo not given),1,-0.2%,-3%,5,-29%,4%,-1,2%,0%,-8,0%
Cc1cc(Nc2cccc(F)c2)nc(NCc2ccccc2)n1,-6,1.0%,-13%,-5,-8%,-8%,4,1%,-1%,-32,x
CSc1cccc(NC(=O)C2CCCN(S(=O)(=O)c3cccs3)C2)c1 (stereo not given),-9,0.3%,-3%,2,u,-1%,-1,3%,7%,4,-2%
CCc1nnc(SCc2ccc(OC)c(Br)c2)n1N,-1,-0.1%,-2%,4,-14%,-6%,-1,0%,-9%,8,0%
O=[N+]([O-])c1cc(/C=N\O)ccc1Oc1ccc(F)cc1,6,-0.2%,-4%,6,u,u,0,2%,-5%,15,2%
O=C(OCC(=O)N1CCN(c2cccc(Cl)c2)CC1)c1ccco1,x,-0.1%,-10%,5,0%,-1%,-1,0%,x,-12,x
COc1ccc(C)cc1NC(=O)CSc1nnc(-c2ccc(OC)c(OC)c2)n1N,0,-0.6%,-21%,9,-5%,-7%,-1,-2%,-4%,3,-1%
O=C(Cc1ccccc1)Nc1cccc(S(=O)(=O)N2CCCCCC2)c1,x,0.0%,u,6,-3%,6%,22,-6%,x,12,x
Cc1[nH]c2ccccc2c1/C=C/c1nc2ccccc2c(=O)n1CCO,2,0.3%,10%,-20,u,x,-9,-11%,-8%,-20,-3%
Cc1ccc(C(=O)NCC(=O)OCC(=O)c2c(N)n(C)c(=O)n(C)c2=O)s1,-1,-0.3%,-7%,18,u,2%,-17,5%,-2%,9,-2%
COc1ccc(CNCc2ccc3c(c2)OCO3)c(OC)c1OC,1,-0.1%,-9%,9,7%,0%,1,2%,5%,-7,0%
CSc1ccccc1OCc1cc(C(=O)N2CCN(c3ncccn3)CC2)no1,x,0.1%,2%,-1,-4%,10%,-1,-2%,9%,-16,0%
CC(C)c1ccc(NC(=O)NC2CCCCC2)cc1,-1,x,x,4,x,x,-19,x,2%,x,-1%
CS(=O)(=O)N1CCc2ccccc2C1,0,14%,10%,-11,-6%,-7%,-4,-2%,-1%,-3,-4%
COc1cc(/C=C2\SC(=O)NC2=O)ccc1OCC(=O)N1CCOCC1,x,0.2%,-7%,7,u,-1%,-4,1%,x,3,x
CSCC[C@H](NC(=O)Cc1ccc(Cl)cc1)C(=O)N1CCC2(CC1)NCCc1[nH]cnc12,x,0.0%,5%,-12,-6%,4%,-11,-2%,x,-1,3%
COc1ccc(/C=C/C(=O)OCC(=O)c2c(N)n(C)c(=O)n(C)c2=O)cc1,1,0.0%,-2%,6,-4%,-3%,20,1%,-3%,-11,-4%
NS(=O)(=O)c1cccc(NC(=O)COC(=O)Cc2ccc(Cl)cc2)c1,-1,0.0%,0%,11,0%,2%,3,0%,30%,-7,-2%
CN(Cc1nccn1C)C(=O)C1CCC(=O)N(CCc2ccc(Cl)cc2)C1 (stereo not given),x,-0.6%,1%,-26,-4%,3%,4,-1%,-1%,-2,-2%
CON(C)C(=O)c1ccccc1N(C)C(=O)OC(C)(C)C,x,0.1%,12%,u,-1%,16%,-17,6%,x,-3,x
COc1ccc(N2C(=O)C(=O)/C(=C(/O)c3ccc(C)cc3)C2c2cccnc2)cc1 (stereo not given),9,-0.2%,4%,2,3%,0%,-5,3%,-3%,2,x
CCCCCCCNC(=O)C1(CC2CC(c3ccccc3)=NO2)CCNCC1 (stereo not given),x,-0.2%,1%,-1,-17%,-19%,-3,5%,x,-30,x
COCC(C)N=CC1=C(O)CC(C)(C)CC1=O (stereo not given),0,0.0%,-4%,-8,-2%,5%,1,-2%,9%,7,8%
Cc1ccc(C(=O)c2coc3c2C(=O)C(=O)c2ccccc2-3)cc1,-79*,-0.3%,-28%,-18,u,-14%,1,u,-1%,-5,1%

# Whole records, quoted from the list. Order of values: FBPA coupling cs | B2AR arrestin | Eya2 inh | Giardia kill | Chronic BCR inh | uPA generation | hERG WT inh | USP2a block | PKM2 act | KCNH2 3.1 block | GALK inhibitor
# `COc1cc(/C=C2\SC(=O)NC2=O)ccc1OCC(=O)N1CCOCC1` across the screens: x | 0.2% | -7% | 7 | u | -1% | -4 | 1% | x | 3 | x
# `NS(=O)(=O)c1cccc(NC(=O)COC(=O)Cc2ccc(Cl)cc2)c1` across the screens: -1 | 0.0% | 0% | 11 | 0% | 2% | 3 | 0% | 30% | -7 | -2%
